hcDAF-12 act: activates DAF-12 receptor from parasite H. contortus. HEK293 hcDAF-12 lit1-tk-luc reporter, luminescence; 0% DMSO, 100% Δ7-dafachronic acid. activation, % at 6.8 µM. hit rate 1.4% among 370,000. AID 652067;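 active = activation above the mean of all tested compounds plus 3 SD, cut at about 5.5% in these data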;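 also: 100% = response to 3 µM Δ7-dafachronic acid high control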
ssDAF-12 act: activates DAF-12 receptor from parasite S. stercoralis | HEK293 ssDAF-12/GRIP1 lit1-tk-luc reporter, luminescence; % of 3 µM dafachronic acid response | activation, % at 6.8 µM | hit rate 1% among 370,000;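 active = activation above the mean over all tested compounds plus 3 SD, cut at about 0.9% in these data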;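 also: 0% = DMSO-only wells and 100% = 3 µM delta7-dafachronic acid wells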
hgDAF-12 ag: hgDAF-12 agonism, primary luciferase screen | HEK293 GAL4-hgDAF12 UAS-luciferase reporter, agonist luminescence; normalized to butyrate control | activation, % at 6.8 µM | hit rate 1.8% among 370,000;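 active = activation above a cutoff set at the mean of all screened compounds plus 3 SD, cut at about 10% in these data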;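 also: 0% = DMSO wells and 100% = sodium butyrate wells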
SMARCA2 activ: activators of SMARCA2 function. MG213 cells, MMTV-luciferase reporter, dexamethasone, overnight. activation, % at 9.1 µM. hit rate 1% among 370,000. AID 652017; in the data active = activation above about 7.8%;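 also: 0% = vehicle wells and 100% = reference activator wells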
sPLA2-III inh: Blocks human group III sPLA2 activity. hit rate 0.56% among 370,000. AID 743126. Q9NZ20. inhibition, % at 12.2 µM. QFRET BODIPY PC-A2 liposome hydrolysis, fluorescence;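 active = inhibition above mean plus 3 SD of compounds lying within the high and low control bounds, cut at about 19% in these data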;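 also: 0% = median of test compound wells and 100% = no enzyme DMSO wells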
Target sequence (Q9NZ20 whole entry, looked up): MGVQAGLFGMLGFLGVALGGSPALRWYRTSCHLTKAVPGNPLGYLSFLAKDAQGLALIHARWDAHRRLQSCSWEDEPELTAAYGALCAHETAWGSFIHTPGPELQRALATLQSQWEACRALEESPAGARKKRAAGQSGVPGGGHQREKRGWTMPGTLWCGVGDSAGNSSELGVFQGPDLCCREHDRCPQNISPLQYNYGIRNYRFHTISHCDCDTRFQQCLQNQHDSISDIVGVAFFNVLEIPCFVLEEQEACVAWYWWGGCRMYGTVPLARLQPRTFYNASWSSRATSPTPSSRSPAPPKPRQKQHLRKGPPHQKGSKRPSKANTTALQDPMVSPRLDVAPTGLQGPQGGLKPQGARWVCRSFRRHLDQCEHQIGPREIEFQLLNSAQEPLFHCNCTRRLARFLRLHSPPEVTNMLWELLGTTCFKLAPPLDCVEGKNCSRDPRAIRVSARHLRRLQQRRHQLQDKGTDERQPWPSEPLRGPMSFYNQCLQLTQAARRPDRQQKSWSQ
DAX1 inh-1: NR0B1 (DAX1) inhibition | HEK293 Gal4-DAX1 luciferase reporter, luminescence | inhibition, % at 6.75 µM | hit rate 0.99% among 340,000 | AID 504766;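 active = inhibition above the mean over all tested compounds plus 3 SD, cut at about 4.2% in these data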;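 also: 0% = DAX1-transfected cells with DMSO and 100% = empty-vector control cells with DMSO; inhibition shows as a rise in luminescence from relieved DAX1 repression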
NPR2 activator: GC-B (human) receptor activation; P20594; HEK293-GC-B cells, CNP EC30, cGMP TR-FRET; 0% at EC30 CNP, 100% saturating CNP; activation, % at 10 µM; hit rate 0.11% among 370,000;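 active = activation at 10 µM reaching about 35% in either raw or pattern-adjusted values, limit read from the data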
DAX1 inh-2: DAX1 (NR0B1) inhibition, primary screen | inhibition, % at 6.8 µM | AID 652010 | hit rate 1.1% among 370,000 | HEK293T StAR-luciferase reporter, SF-1/DAX-1 repression relief;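 active = inhibition above the mean over all tested compounds plus 3 SD, cut at about 3.6% in these data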;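 also: 0% = DAX-1 cells with DMSO and 100% = cells lacking DAX-1 with DMSO; higher inhibition means more luminescence from relief of DAX-1 repression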
GAA850 FXN act: activators of GAA850 frataxin (FXN) promoter; activation, % at 6 µM; HEK293 lucGAA850 FXN promoter luciferase reporter, 24 h; percent of 10 µM SAHA response; AID 540364; hit rate 0.56% among 360,000;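 active = activation above the average of all compounds screened plus 3 SD, cutoff fixed separately per campaign, cut at about 7.5% in these data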;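 also: 0% = DMSO wells and 100% = 10 µM SAHA wells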
ADAM10 inh: inhibits human ADAM10 | O14672 | recombinant ADAM10, EDANS/DABCYL FRET peptide cleavage, 3 h | inhibition, % at 7 µM | hit rate 0.62% among 370,000 | AID 720582;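 active = inhibition above a per-campaign cutoff equal to the mean of compounds falling between control-based bounds plus 3 SD, cut at about 20% in these data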;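 also: 0% = DMSO wells while the 100% control is not disclosed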
Target sequence (O14672 214-748 limits assumed): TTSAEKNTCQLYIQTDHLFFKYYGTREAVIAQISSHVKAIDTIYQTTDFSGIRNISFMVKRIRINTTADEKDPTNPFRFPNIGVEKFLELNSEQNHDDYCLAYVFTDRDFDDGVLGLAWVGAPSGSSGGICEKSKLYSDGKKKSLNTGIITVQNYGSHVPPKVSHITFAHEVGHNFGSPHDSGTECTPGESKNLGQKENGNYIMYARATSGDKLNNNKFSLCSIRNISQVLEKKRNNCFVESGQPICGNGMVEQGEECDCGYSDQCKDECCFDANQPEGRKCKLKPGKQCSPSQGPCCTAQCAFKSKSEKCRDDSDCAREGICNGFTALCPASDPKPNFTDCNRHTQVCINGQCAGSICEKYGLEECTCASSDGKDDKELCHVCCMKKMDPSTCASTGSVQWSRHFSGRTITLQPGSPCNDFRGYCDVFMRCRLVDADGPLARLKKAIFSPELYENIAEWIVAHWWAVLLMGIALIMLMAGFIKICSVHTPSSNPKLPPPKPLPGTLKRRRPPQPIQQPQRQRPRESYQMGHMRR
GC-A act: GC-A (human) enzyme activation | P16066 | HEK293 GC-A cells, cGMP TR-FRET, EC30 ANP; 0% at EC30 ANP, 100% saturating ANP | activation, % at 10 µM | hit rate 0.14% among 370,000 | AID 1671463; in the data active = activation above about 40%
Active calls of the source: *; / = not tested or not shown.

Molecule	hcDAF-12 act	ssDAF-12 act	hgDAF-12 ag	SMARCA2 activ	sPLA2-III inh	DAX1 inh-1	NPR2 activator	DAX1 inh-2	GAA850 FXN act	ADAM10 inh	GC-A act
COCc1c(C(=O)OCc2nc3ccsc3c(=O)[nH]2)oc2ccccc12	1.0	-0.3	3.5	-3	11	0.0	2	-1.4	-0.6	-14	-2
COCCOC(=O)c1c(C)oc2ccc(O)c(CN3CCC(C)CC3)c12 (tested in a mixture with another compound)	0.3	-1.1	4.3	-1	0	2.0	-2	0.4	-0.9	-3	-9
O=C(NNC(=S)Nc1ccccc1)c1cccc(S(=O)(=O)N2CCOCC2)c1	-1.7	-1.3	4.8	0	7	0.8	2	0.7	1.4	-1	3
COc1ccc(-c2nc(CS(=O)CC(=O)NC3CCCC(C)C3C)c(C)o2)cc1OC (stereo not given)	-1.5	-1.0	0.9	2	-5	1.0	-2	-0.2	2.0	4	-10
Cc1ccc(C#CC[N+]2(C)CCCCC2)cc1	-1.5	-1.2	1.4	-3	2	/	-3	0.2	-0.9	7	2
COc1ccc(Cn2c(NC(=O)c3ccccc3)nc(Cc3ccccc3)c2-c2ccccc2)c(OC)c1	1.2	-1.2	2.3	-3	4	/	-4	-0.7	/	-5	-10
O=C(Cc1ccc(Br)cc1)N1CCc2ccccc2C1	1.7	-0.7	1.5	5	0	0.2	-10	0.9	3.0	4	-18
COC[C@@H]1CCCN1c1ccc2c(c1)O[C@@H](COCc1ccccc1)CN([C@@H](C)c1ccccc1)S2(=O)=O	1.2	-1.5	-1.5	-5	3	/	-4	1.7	/	-9	-3
CCOc1ccc(OCC)c(NC(=O)CCn2cccc2)c1	-1.6	-0.4	1.3	-1	-18	-0.5	-6	-0.1	-0.9	-1	3
COCCN1C(=O)C(=O)/C(=C(/O)c2cccc(OC)c2)C1c1ccncc1 (stereo not given)	-2.4	-1.4	2.8	6	3	0.4	6	0.3	1.7	7	5
Cc1ccc(CNC(=O)c2ccc(N3CCC4(CC3)CC(c3cccc(Br)c3)=NO4)c(NC(=O)c3ccccc3)c2)cc1	-1.7	-1.5	1.7	-1	-4	0.5	2	-0.1	1.7	-1	2
N#CC(C#N)=c1ccc2c(c1)N1C(c3ccccc3)=CC(c3ccccc3)C3CCCCC31N=2 (stereo not given)	0.1	-1.3	0.7	0	-3	-0.4	-16	0.5	3.0	1	-15
CCn1c(SCC(=O)Nc2cc(C)on2)nnc1-c1cccs1	-2.2	-1.1	-0.4	-5	-3	-0.8	-1	-0.7	-0.8	-8	-5
CCc1cc(CNC(=O)CC2C(=O)NCCN2Cc2ccc(-c3ccccc3)cc2)on1 (stereo not given)	0.6	-1.0	-2.2	5	-11	0.1	-1	-0.3	0.5	-1	6
Cc1ccc(C(=O)NC2CCCc3ccccc32)o1 (stereo not given)	0.4	-0.8	0.2	-1	2	0.0	-2	-0.6	-1.4	-1	-2
Cc1ccc(NS(=O)(=O)c2ccc(NC(=O)N3CCCCC3)cc2)cc1	-1.6	-0.3	-2.9	-3	-1	-0.5	-3	-1.2	-1.2	-15	-3
CC(Oc1ccc2c(-c3ccccc3)cc(=O)oc2c1)C(=O)NCCCn1ccnc1 (stereo not given)	-2.6	-1.5	-3.5	-4	-10	-2.1	-12	-1.8	8.7*	-11	-1
CSC1=NCCN1C(=O)c1cccs1	-0.9	-0.6	-1.8	-1	-4	0.3	-8	0.5	1.2	8	-2
O=C(NCc1cccc2ccccc12)Nc1ccccc1	-1.6	-1.1	6.0	1	-25	-0.1	1	-0.4	2.8	9	3
Cc1ccc(Nc2nc(N3CCOCC3)c3ccccc3n2)cc1	-3.1	-1.3	-1.3	-1	10	-1.2	-6	-1.1	2.1	-66	1
COCCC(=O)N1CCC(Oc2ccc(C(=O)NCc3cc(C)n(C)n3)cc2)CC1	-1.5	-1.1	0.3	-1	5	0.4	0	0.6	-0.7	-1	4
CC(=O)C1=C(O)C(=O)N(Cc2cccnc2)C1c1ccc(Cl)cc1Cl (stereo not given)	0.1	-0.5	-0.2	-3	-1	-0.5	1	1.0	2.4	0	-1
COc1ccc(-c2noc(CCC(=O)N3CCN(c4ccc(Cl)cc4)CC3)n2)cc1	-0.5	-1.3	-3.1	-5	18	-1.4	-10	-0.8	-0.7	-16	-2
CC(C)c1ccc(NC(=O)CNC(=O)Cn2ccc3ccccc3c2=O)cc1	-0.1	-0.9	-0.4	-2	-1	0.2	-1	-0.3	-2.2	3	1

Single records, from the list above. Order of screens: hcDAF-12 act | ssDAF-12 act | hgDAF-12 ag | SMARCA2 activ | sPLA2-III inh | DAX1 inh-1 | NPR2 activator | DAX1 inh-2 | GAA850 FXN act | ADAM10 inh | GC-A act
Shown for O=C(NCc1cccc2ccccc12)Nc1ccccc1 : -1.6 | -1.1 | 6.0 | 1 | -25 | -0.1 | 1 | -0.4 | 2.8 | 9 | 3
Shown for CC(Oc1ccc2c(-c3ccccc3)cc(=O)oc2c1)C(=O)NCCCn1ccnc1 (stereo not given) : -2.6 | -1.5 | -3.5 | -4 | -10 | -2.1 | -12 | -1.8 | 8.7* | -11 | -1

Carrying on.
Molecule	hcDAF-12 act	ssDAF-12 act	hgDAF-12 ag	SMARCA2 activ	sPLA2-III inh	DAX1 inh-1	NPR2 activator	DAX1 inh-2	GAA850 FXN act	ADAM10 inh	GC-A act
Cc1nn(-c2ccc(NC(=O)c3ccncc3)cc2)c(C)c1Cl	-5.4	-2.5	-8.1	-4	-9	-5.5	3	-1.7	-2.6	1	8
CC(C)Nc1c(N)c(=O)oc2ccccc12	0.6	-0.3	2.6	1	7	0.0	-5	0.8	3.2	-5	-11
CS(=O)(=O)N1CCC(C(=O)NCc2ccncc2)CC1	1.3	-1.1	-0.7	0	5	-0.4	3	-0.4	-1.0	-2	2
Cc1ccc(-c2nn3c(C)nnc3c3ccccc23)cc1S(=O)(=O)NCc1ccccc1	0.1	0.3	0.1	-1	1	1.1	10	-0.4	1.4	3	16
Cc1ccn2c(NC3CCCC3)c(-c3ccccn3)nc2c1	-1.5	-1.0	-1.2	1	16	0.5	1	0.5	4.6	-17	-3
CC1CCN(CCCNC(=O)C2CC(=O)N(C3CCCCCC3)C2)CC1 (stereo not given)	-0.8	-1.3	2.3	-3	1	1.1	0	-0.2	5.3	-1	0
COc1ccc(CC2S/C(=N/N=C/c3ccccc3O)NC2=O)cc1 (stereo not given)	2.8	-1.1	-4.0	-3	4	2.6	-1	0.3	0.3	-17	0
COc1ccccc1/C=C/C=N/NC(=O)CN1CCN(S(=O)(=O)c2ccc(C)cc2)CC1	0.0	-1.8	1.4	-1	-18	-0.6	2	-0.1	-1.5	-12	2
CCCCc1c(C)c(C#N)c2nc3ccccc3n2c1Nc1c(C)n(C)n(-c2ccccc2)c1=O	-1.8	-1.1	0.8	0	1	-1.0	-15	-0.9	-5.6	-73	-25
OC(c1cc(F)cc(Cl)c1)c1ncc(-c2cccc(C(F)(F)F)c2)[nH]1 (stereo not given)	-1.3	-1.1	-0.6	-7	-2	/	-7	-0.2	0.5	16	1
COc1ccccc1CC(=O)Nc1cccc(S(=O)(=O)N2CCOCC2)c1	-0.4	-1.0	-2.4	-2	-7	-0.4	6	-1.7	3.1	0	-5
O=C(NC1CCCCC1)N1CCN(c2ccc([N+](=O)[O-])cc2)CC1	-1.6	-1.2	-3.0	-3	2	-1.4	1	-7.1	-1.6	3	0
COc1cc(OC)c(N2CC34C=CC(O3)C(C(=O)O)C4C2=O)cc1Cl (stereo not given)	-0.8	-0.7	-0.6	1	5	0.8	5	0.5	-0.1	-2	-2
CC1(C)OC(=O)C2=C(C[C@@H](C3CCCC3)O[C@H]2CCc2cccc(Cl)c2)O1	-0.5	-1.2	0.4	-1	0	/	0	2.6	/	-8	-1
COc1ccc(CCNC(=O)C2COc3ccccc3O2)cc1OC (stereo not given)	-1.7	-2.0	-0.3	-1	-3	0.8	4	0.3	3.6	-2	5
CCOc1ccc2oc(C(=O)NCc3nc4ccccc4[nH]3)c(C)c2c1	-0.1	-0.8	-1.8	-1	-3	-0.4	-2	-1.9	-1.7	-42	0
O=[N+]([O-])c1ccccc1S(=O)(=O)N1CCCc2ccccc21	0.2	-0.9	-1.2	-1	6	0.1	4	-0.8	-1.0	4	-1
Cc1ccsc1C(=O)NCc1ccc(Cl)cc1	-1.6	-1.3	2.8	-2	-6	/	-1	-0.2	1.0	-3	-3
O=[N+]([O-])c1cc(S(=O)(=O)O)cc([N+](=O)[O-])c1NN(c1ccccc1)c1ccccc1	-0.5	-1.2	0.9	-1	-20	-1.1	6	0.3	-2.1	7	0
CCN1CCN(C(=O)/C(=C/c2ccco2)NC(=O)c2ccccc2)CC1	-2.0	-0.2	-0.2	1	-1	3.5	2	-0.1	0.2	-2	0
Nc1ncc(CCN2CCOCC2)c(-c2ccc(F)cc2)n1	-0.4	-1.4	-3.0	-2	6	-0.8	-2	-0.3	0.8	-7	6
CC1CCCCN1c1ccc(N)cc1C(N)=O (stereo not given)	-2.4	-1.3	-2.9	1	9	-0.8	1	-0.3	0.7	4	3
O=C(NCc1ccc(F)cc1)c1cc(S(=O)(=O)N2CCCCC2)ccc1N1CCOCC1	-0.3	-2.0	-1.2	2	-6	-0.5	-2	0.5	-0.4	-8	-4
COc1ccc(-c2cc(C(F)(F)F)nc(S(=O)(=O)CCCC(=O)Nc3cc(C)on3)n2)cc1OC	-0.5	-1.4	-2.2	-9	-1	-1.9	-2	0.0	10*	-4	13
Cc1ccc2c(CC(=O)NCc3ccc4c(c3)OCO4)coc2c1	-0.2	-1.4	-2.5	-1	-11	-0.3	0	-0.2	0.6	1	2
O=C(Nc1ccc(S(=O)(=O)NCC2CCCO2)cc1)c1ccc(Cl)cc1[N+](=O)[O-] (stereo not given)	-0.2	-0.5	-2.5	-2	-10	-1.3	0	-1.1	0.7	1	-1
NC(=O)COC(=O)c1ccc(S(=O)(=O)NCc2ccco2)cc1	-1.9	-1.2	6.8	4	-2	0.8	5	0.4	-0.8	1	-1
COc1ccc(N(CC(=O)NC2CCCCC2)C(=O)CCC(=O)Nc2nc(C)cs2)cc1	2.7	0.5	1.5	1	2	-1.2	0	0.0	-2.1	-3	1
COc1ccc(/C=C2\CCC(C3CCCC3)C2=O)cc1OC (stereo not given)	-1.9	-0.7	2.5	6	2	0.9	3	0.9	2.7	3	0
CC1(C(=O)Nc2ccc3c(c2)OCCO3)CCN1C(=O)C/C=C/c1ccccc1 (stereo not given)	-2.2	-2.1	1.8	-1	-10	/	-6	-0.9	-2.2	-4	1
Cc1ccc(/C=C(/C#N)C(=O)NC(=O)Oc2ccccc2)cc1	1.5	-1.4	2.5	-2	-1	0.6	0	-0.4	2.3	-1	-1
Nc1nc(SCC(=O)Nc2ccc(F)cc2)[nH]c(=O)c1NC(=O)c1ccc(F)c(F)c1	0.2	-1.6	-0.3	-3	8	0.3	-4	1.4	-0.6	0	4
